Screening data from PubChem BioAssay.
NCI-60 one-dose screen, 48 h, at 10 µM unless noted. Numbers give growth in % (100 = growth as untreated, 0 = no growth, -100 = all killed).
NCI-H226 = NCI-H226 lung cancer; 79,000 tested, 3.5% active
SW-620 = SW-620 colon cancer; 82,000 tested, 5.2% active; AID 1794795
NCI-H23 = NCI-H23 lung cancer; 80,000 tested, 4% active
NCI-H522 = NCI-H522 lung cancer | 78,000 tested, 8% active | AID 1794739
COLO 205 = COLO 205 colon cancer; 79,000 tested, 7.3% active; AID 1794742
HCT-15 = HCT-15 colon cancer. 82,000 tested, 5.2% active
NCI-H460 = NCI-H460 lung cancer; 82,000 tested, 6.8% active
NCI-H322M = NCI-H322M lung cancer; 80,000 tested, 2.7% active
HT29 = HT29 colon cancer; 81,000 tested, 7.4% active
* hit, by the source's call; x = not tested or not shown; & = joins results of further samples; ! = not confirmed by another sample. How the source made its calls: active means growth percent below 10; inactive means the rest. Compounds were not picked by outcome; any-hit rate near 12%.

Start of the listing, in advance (3 entries):
SMILES	NCI-H226	SW-620	NCI-H23	NCI-H522	COLO 205	HCT-15	NCI-H460	NCI-H322M	HT29
COc1ccc(-n2cc(-c3ccc(Br)cc3)nc2SCC(=O)c2ccccc2)cc1	88	92	76	50	100	95	84	91	77
CC[C@H](C)[C@H](NC(=O)[C@H](CCCCN)NC(=O)[C@H](CCCCN)NC(=O)[C@@H](NC(=O)[C@@H](NC(=O)[C@@H](N)Cc1cnc[nH]1)[C@@H](C)CC)[C@@H](C)CC)C(=O)N[C@@H](CCCNC(=N)N)C(=O)N[C@H](C(=O)N[C@@H](Cc1c[nH]c2ccccc12)C(=O)N[C@@H](Cc1ccc(O)cc1)C(=O)N[C@@H](CCCNC(=N)N)C(=O)N[C@@H](CCCCN)C(=O)N[C@@H](C)C(=O)N[C@@H](Cc1c[nH]c2ccccc12)C(=O)N[C@@H](Cc1cnc[nH]1)C(=O)N[C@H](C(=O)N[C@@H](CC(C)C)C(=O)NCC(=O)N[C@@H](CCCCN)C(=O)N[C@H](C(N)=O)C(C)C)C(C)C)[C@@H](C)O	30	44	17	46	-55*	21	7.4*	25	60
N#Cc1c(-c2ccc(Cl)cc2)nc(NN2C(=O)CCC2=O)nc1N1CCOCC1	109	101	94	84	112	110	107	110	100

The whole of this part, repeating the preview:
SMILES	NCI-H226	SW-620	NCI-H23	NCI-H522	COLO 205	HCT-15	NCI-H460	NCI-H322M	HT29
COc1ccc(-n2cc(-c3ccc(Br)cc3)nc2SCC(=O)c2ccccc2)cc1	88	92	76	50	100	95	84	91	77
CC[C@H](C)[C@H](NC(=O)[C@H](CCCCN)NC(=O)[C@H](CCCCN)NC(=O)[C@@H](NC(=O)[C@@H](NC(=O)[C@@H](N)Cc1cnc[nH]1)[C@@H](C)CC)[C@@H](C)CC)C(=O)N[C@@H](CCCNC(=N)N)C(=O)N[C@H](C(=O)N[C@@H](Cc1c[nH]c2ccccc12)C(=O)N[C@@H](Cc1ccc(O)cc1)C(=O)N[C@@H](CCCNC(=N)N)C(=O)N[C@@H](CCCCN)C(=O)N[C@@H](C)C(=O)N[C@@H](Cc1c[nH]c2ccccc12)C(=O)N[C@@H](Cc1cnc[nH]1)C(=O)N[C@H](C(=O)N[C@@H](CC(C)C)C(=O)NCC(=O)N[C@@H](CCCCN)C(=O)N[C@H](C(N)=O)C(C)C)C(C)C)[C@@H](C)O	30	44	17	46	-55*	21	7.4*	25	60
N#Cc1c(-c2ccc(Cl)cc2)nc(NN2C(=O)CCC2=O)nc1N1CCOCC1	109	101	94	84	112	110	107	110	100
COc1ccc2nc3cc(Cl)ccc3c(Nc3ccc(O)cc3)c2c1	74	49	73	73	77	53	23	90	58
Cc1ccc(/C=N/NC(=O)CSc2nc3ccccc3c(=O)n2Cc2ccc(S(N)(=O)=O)cc2)cc1	85	94	91	42	105	89	98	102	86
COc1cc(C2C=C(C)N=C3SC=C(C)N32)cc(OC)c1OC (stereo unspecified)	2.8*	-44*	-28*	-87*	-76*	-20*	-39*	14	-37*
O=C(Nc1cccc(NOCc2ccccc2)c1)c1ccc2c(c1)ncn2-c1ccccc1	93	71	105	63	118	58	89	88	91
O=C(Nc1cccc(-n2cc(-c3ccncc3)c(-c3ccc(O)c(Cl)c3)n2)c1)c1cccc(C(F)(F)F)c1	68	26	42	28	99	24	17	47	32
N#CCCOC(=O)c1ccccc1	111	104	104	101	118	113	115	118	110
CC(=O)CC(=O)NCCCN1CCCCCC1	113	105	111	88	98	100	109	84	96
CCc1c(C)c2ccc(O)c(NC(=O)Nc3ccccc3)c2oc1=O	96	103	95	100	122	105	104	108	109
Cn1c(=O)c2c(nc(NC3=NS(=O)(=O)c4ccccc43)n2Cc2ccccc2)n(C)c1=O	89	102	93	94	120	98	102	101	111
CCOC(=O)c1sc(/N=C2\NC(=O)/C(=C3/C(=O)N(Cc4ccccc4)c4ccc(Cl)cc43)S2)nc1C	95	98	96	91	101	100	102	111	100
O=S(=O)(Nc1nc2ccccc2[nH]1)c1ccc(F)cc1	100	98	85	85	78	91	101	96	93
COc1cc(C2C3=C(COC3=O)N(CCO)c3cc4c(cc32)OCCO4)cc(OC)c1OC (stereo unspecified)	14	12	14	-10*	-86*	6.8*	1.1*	37	-25*
CCC(C)C(=O)O[C@H]1C[C@H](O)C=C2C=C[C@H](C)[C@H](CC[C@@H](O)C[C@@H](O)CC(=O)O)C21 (stereo partly specified)	98	103	103	x	x	111	110	111	114
Cc1cc(C)c(-c2cc(O)c(C)cc2O)c(C)c1	99	102	94	63	131	102	107	86	107
CC(C)(C)N(Cc1ccccc1)Cc1ccccc1	100	98	105	98	124	105	103	108	98
O=[N+]([O-])c1ccccc1/C=N\NC(=S)N/N=C/c1ccccc1[N+](=O)[O-]	83	24	70	23	95	36	10	64	21
COc1ccc(C/C(C)=C(\c2ccc(O)cc2)c2ccc(OCCN(C)C)cc2)cc1	105	109	101	87	118	102	114	98	101
COc1ccc2c(c1)c(-c1nc(-c3cn(C)c4ncccc34)cs1)cn2CCN	84	62	81	93	77	59	32	77	75
Fc1ccc(-c2cc(-c3cc(-c4ccc(F)cc4)n[nH]3)[nH]n2)cc1	110	112	100	90	115	104	112	95	99
COc1ccc2nc(-c3ccc(-c4noc(-c5cc(OC)c(OC)c(OC)c5)n4)cc3)[nH]c2c1	86	64	64	75	78	30	56	101	20
NC(=O)N(Cc1ccccc1)Cc1ccccc1	105	109	102	100	106	104	110	x	105
CC[C@H](CC[C@@H](C)[C@H]1CC[C@H]2[C@@H]3CC[C@H]4C/C(=N\OC)CC[C@]4(C)[C@H]3CC[C@]12C)C(C)C	106	100	99	97	126	104	101	101	104
CCn1c(SCC(=O)Nc2cccc(C(=O)/C=C/c3ccc(C)cc3C)c2)nc2ccccc2c1=O	82	98	74	83	111	67	102	87	84
Oc1ccc(CN2CCC(N3CCCCC3)CC2)c2cccnc12	70	30	19	-1.3*	112	18	9.4*	31	105
OC1CCC(Oc2cccc3cnc(Nc4ccc5nc[nH]c5c4)nc23)CC1 (stereo unspecified)	9.7*!	5.9*!	-21*!	-22*!	-30*!	5.3*!	4.9*!	51&12	3.0*!
CC(O)c1ccccc1 (stereo unspecified)	112	103	93	87	131	105	101	99	107
O=COCC(O)COC=O	100	111	103	90	105	101	100	80	111

An excerpt of these results, bar-delimited.
canonical_smiles | NCI-H226 | SW-620 | NCI-H23 | NCI-H522 | COLO 205 | HCT-15 | NCI-H460 | NCI-H322M | HT29
CCn1c(SCC(=O)Nc2cccc(C(=O)/C=C/c3ccc(C)cc3C)c2)nc2ccccc2c1=O | 82 | 98 | 74 | 83 | 111 | 67 | 102 | 87 | 84
Oc1ccc(CN2CCC(N3CCCCC3)CC2)c2cccnc12 | 70 | 30 | 19 | -1.3* | 112 | 18 | 9.4* | 31 | 105
Fc1ccc(-c2cc(-c3cc(-c4ccc(F)cc4)n[nH]3)[nH]n2)cc1 | 110 | 112 | 100 | 90 | 115 | 104 | 112 | 95 | 99
O=COCC(O)COC=O | 100 | 111 | 103 | 90 | 105 | 101 | 100 | 80 | 111

Following part:
SMILES	NCI-H226	SW-620	NCI-H23	NCI-H522	COLO 205	HCT-15	NCI-H460	NCI-H322M	HT29
O=C1[C@@H]2[C@H](c3nc4ccccc4c(=O)n31)[C@@H]1C=C[C@H]2C1	91	100	91	90	132	105	112	91	116
CCCCOc1ncnc2c1CC(C)c1cc(O)ccc1N2C (stereo unspecified)	94	99	93	72	112	78	91	89	102
COC(=O)C1=C(C)NC(=O)NC1c1ccc2c(c1)OCO2 (stereo unspecified)	101	106	107	89	111	108	107	95	105
N#Cc1ccc2c(c1)N(CCCN1CCC(O)CC1)c1ccccc1S2	98	95	84	82	60	92	103	78	67
CCC(CC)NCCOC(=O)c1ccccc1	101&98	111&108	105&97	96&89	100	103&98	115&108	109&99	99&100
Cc1cc(NCc2cn(-c3ccc(C(F)(F)F)cc3)nc2-c2ccc(C(=O)O)cc2)ccc1F	80	97	96	79	104	52	85	79	87
O=C(NCCCNc1nccc(-n2ccc3cccnc32)n1)C1CCCCC1	100	105	104	89	103	99	105	101	100
COc1ccc2cc(C(C)C(=O)Nc3ccc(-c4nnc(C5CCCCC5)s4)cc3)ccc2c1 (stereo unspecified)	102	102	103	106	87	88	106	118	116
CC(=O)[C@@]12O[C@](C)(c3ccccc3)O[C@@H]1CC1C3CCC4=CC(=O)CC[C@]4(C)C3CC[C@@]12C (stereo partly specified)	78	83	54	x	82	71	68	x	70
c1ccc(COc2ccc(Nc3ncnc4onc(-c5ccccc5)c34)cc2)cc1	x	102	97	78	100	96	101	101	87
COc1cc(C2CC(=O)c3c(C)nn(-c4nc5ccccc5[nH]4)c3C2)cc(OC)c1OC (stereo unspecified)	66	100	86	32	126	87	74	68	74
N#Cc1nc(CC(=O)c2ccncc2)c(CC(=O)c2ccncc2)nc1C#N	92	96	91	115	125	108	100	101	111
CCN(CC)c1ccc(/C=C(\C#N)c2cc3ccccc3[nH]2)cc1	x	23	79	x	45	30	24	89	14
CC(N)CCCc1ccccc1 (stereo unspecified)	91	102	100	87	108	98	105	87	101
O=[N+]([O-])c1ccc(-c2cc3c(Nc4ccc5c(cnn5Cc5ccccc5)c4)ncnc3s2)cc1	88	100	88	66	x	80	87	91	69
CO[C@@]12C=C[C@@]34CCC(=O)N3c3ccccc3[C@@H](O1)C4C2	97	101	100	93	105	104	104	100	101
COc1ccc(-c2nn(-c3cccc(Cl)c3)cc2-c2c(C#N)c(=O)n3[nH]c(-c4ccc(C)o4)nc3c2C#N)cc1	55	66	44	49	35	65	53	x	56
CC(=O)OCCCCC[n+]1ccc(SCC(=O)n2ccc3ccccc32)c2ccccc21	86	102	98	99	101	104	100	100	106
CCCCN1CCN(c2ccc3nc(-c4ccc5nc(-c6cc(OC)c(OC)c(OC)c6)[nH]c5c4)[nH]c3c2)CC1	78	60	83	53	x	99	83	86	56
c1coc(C2=NC(c3ccco3)C(c3ccco3)N2)c1 (stereo unspecified)	109&110	108&109	117	99&96	113&118	103&108	111&105	92&125	106&102
CCCCCOC(=O)N1CCCCC1	102	105	105	83	106	105	109	107	91
Cc1ccc(CN(C(=O)CNC(=O)OC(C)(C)C)C(C(=O)NC(C)(C)C)c2ccccc2)o1 (stereo unspecified)	100	101	99	94	x	104	110	118	105
O=C(O)CCC(NC(=O)OCc1ccccc1)C(=O)O (stereo unspecified)	99	101	101	100	113	110	111	99	105
Nc1c(C(=O)O)cc(Cl)cc1S(=O)(=O)O	106	103	103	x	106	107	104	93	103
O=C1c2c(O)ccc(Cl)c2C(=O)c2c(O)ccc(Cl)c21	99	107	104	90	115	102	107	95	101
COC(=O)c1cccc(C)c1[N+](=O)[O-]	111	108	109	x	110	102	108	125	121
COC(=O)C1CCCN1C(=O)[C@@H]1CCCN1C(=O)[C@H](Cc1c[nH]c2ccccc12)NC(=S)Nc1cc(C(F)(F)F)cc(C(F)(F)F)c1 (stereo partly specified)	76	70	69	46	67	40	22	75	x
Nc1ccc(S(=O)(=O)Nc2nc(/C=C/c3ccccc3)cc(-c3cc(/C=C/c4ccccc4)nc(NS(=O)(=O)c4ccc(N)cc4)n3)n2)cc1	95	101	105	100	121	102	102	99	116
COc1ccc(C(=O)c2sc(Nc3cccc(F)c3)nc2N)cc1	97	101	102	109	112	94	101	97	114
CCCCOc1ccc(NC(=O)n2nc(N=NN(C)C)c3ccc(Cl)cc32)cc1	96	106	94	90	x	105	110	99	98

Given with bars between the fields: part of the list above.
structure | NCI-H226 | SW-620 | NCI-H23 | NCI-H522 | COLO 205 | HCT-15 | NCI-H460 | NCI-H322M | HT29
CCC(C)C(=O)O[C@H]1C[C@H](O)C=C2C=C[C@H](C)[C@H](CC[C@@H](O)C[C@@H](O)CC(=O)O)C21 (stereo partly specified) | 98 | 103 | 103 | x | x | 111 | 110 | 111 | 114
COc1ccc2cc(C(C)C(=O)Nc3ccc(-c4nnc(C5CCCCC5)s4)cc3)ccc2c1 (stereo unspecified) | 102 | 102 | 103 | 106 | 87 | 88 | 106 | 118 | 116
COC(=O)c1cccc(C)c1[N+](=O)[O-] | 111 | 108 | 109 | x | 110 | 102 | 108 | 125 | 121
CCCCOc1ncnc2c1CC(C)c1cc(O)ccc1N2C (stereo unspecified) | 94 | 99 | 93 | 72 | 112 | 78 | 91 | 89 | 102
c1coc(C2=NC(c3ccco3)C(c3ccco3)N2)c1 (stereo unspecified) | 109&110 | 108&109 | 117 | 99&96 | 113&118 | 103&108 | 111&105 | 92&125 | 106&102

Carrying on:
SMILES	NCI-H226	SW-620	NCI-H23	NCI-H522	COLO 205	HCT-15	NCI-H460	NCI-H322M	HT29
O=Cc1cnc(C2OCCO2)s1	101	98	107	81	99	97	100	95	90
CCN(CC)N=Nc1nn(C(=O)Nc2ccc(Cc3ccccc3)cc2)c2ccc(Cl)cc12	84	44	90	67	x	44	26	82	62
Cc1ccc(I)c(C)c1	102	106	97	96	109	102	108	102	101
Cc1ccc(NC(=O)Nc2cc(C(C)C)ccc2C)cc1	91	98	90	70	102	99	103	95	92
